TRPM1 prom inh: MITF TRPM1 promoter inhibition in SK-MEL-5 cells; AID 488899; SK-MEL-5 TRPM1 promoter luciferase, 24 h; inhibition, % at 12.5 µM; hit rate 0.83% among 330,000;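 active means mean inhibition across replicates of 60% or more, whatever share of single replicates reaches that level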; further: values of inactives mirror those of a sister screen read the other way
Shn3 inh set2: inhibitors of Schnurri-3 3'UTR reporter in osteoblasts. Clone20 osteoblast Shn3 3'UTR firefly luciferase, 24 h. hit rate 0.52% among 360,000. inhibition, % at 12.5 µM. AID 588674;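 active means mean inhibition of at least 75% with every replicate also reaching 75%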;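 further: 0% = median of neutral control wells and 100% = pilot-screen positive control compound; some compounds past the cut are filed as inactive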
NR2E3 ag-1: activates human NR2E3 receptor | CHO-S Gal4-NCOR/VP16-NR2E3 two-hybrid, luciferase | AID 602229 | hit rate 0.35% among 360,000 | Q9Y5X4 | inhibition of corepressor binding, % at 3.98 µM;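 active means inhibition above the mean of all tested compounds plus 3 SD, cut at about 70% in these data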;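 further: 0% = DMSO with NR2E3 transfected cells and 100% = cells lacking NR2E3 construct; higher means lower luciferase signal from less NR2E3 corepressor binding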
Target sequence (Q9Y5X4 whole entry, looked up, the tested form may be a part): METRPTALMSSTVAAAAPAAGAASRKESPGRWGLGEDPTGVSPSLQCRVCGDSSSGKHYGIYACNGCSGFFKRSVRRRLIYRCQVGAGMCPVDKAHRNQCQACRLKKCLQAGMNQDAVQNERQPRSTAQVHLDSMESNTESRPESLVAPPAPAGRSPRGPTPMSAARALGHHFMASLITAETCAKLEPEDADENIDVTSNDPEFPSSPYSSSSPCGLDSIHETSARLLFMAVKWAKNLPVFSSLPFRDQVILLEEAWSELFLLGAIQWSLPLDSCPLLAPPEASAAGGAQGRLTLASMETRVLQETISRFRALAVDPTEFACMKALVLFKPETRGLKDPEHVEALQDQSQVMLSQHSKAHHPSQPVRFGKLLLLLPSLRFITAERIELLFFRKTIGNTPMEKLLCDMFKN
Peg3 prom inh: inhibitors of Peg3 promoter. HeLa PEG-Prom luciferase reporter, luminescence, overnight. inhibition, % at 20 µM. hit rate 1.7% among 360,000. AID 588405;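 active means inhibition of at least 50% at 20 µM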
CF NFkB inh: blocks PAF-induced NF-kB reporter in cystic fibrosis cells; KKLEB NF-kB-GFP reporter, GFP fluorescence overnight; inhibition, % at 5 µM; hit rate 0.86% among 360,000;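 active means at least 50% inhibition at 5 µM, scaled per plate between neutral and stimulator controls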;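 further: PAF is a Pseudomonas aeruginosa culture filtrate used as stimulus; plate controls were PAF-stimulated DMSO wells for no effect and unstimulated DMSO wells for full effect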
C8 TRAIL sens: caspase-8 TRAIL sensitization | NB7+C8 cells + TRAIL, ATPlite viability luminescence | inhibition (viability loss, TRAIL sensitization), % at 10 µM | hit rate 1% among 360,000 | AID 624354;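 active means compounds causing at least 50% loss of cell viability in the single-dose screen, relative to plate controls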
HIF-2a inh: inhibitors of HIF-2a. hit rate 0.72% among 360,000. AID 624352. inhibition, % at 18.8 µM. 786-0 RCC cells HIF-2a reporter, luciferase luminescence, overnight;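 active means inhibition of the luminescence signal of 40% or more relative to plate controls, in a single-dose primary screen at 18.75 µM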
NR2E3 ag-2: agonists of human nuclear receptor NR2E3 | Q9Y5X4 | GST-NR2E3/biotin-RetCOR TR-FRET, 1536-well | inhibition of corepressor binding, % at 4.78 µM | hit rate 0.12% among 320,000 | AID 2300;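 active means percent inhibition above the cutoff of mean plus 3 SD of all tested compounds, set per screening campaign, cut at about 20% in these data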;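 further: 0% = DMSO wells and 100% = biotin wells as full block of FRET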
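Material: NR2E3–RetCOR corepressor complex / Incubation: Compound–protein incubation for 5 h at 4 °C / Dosing: compound at 4.8 µM, single dose / Detection: time-resolved FRET / Benchmarks: high control biotin, low control 0.6% DMSO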
KKLEB cytotox: CF airway cell cytotoxicity counter-screen. KKLEB CF airway cells viability, ATPlite luminescence, overnight; hits give low values; cells stimulated with P. aeruginosa culture filtrate. activity change (cytotoxicity), % at 5 µM. AID 602141. hit rate 0.36% among 360,000;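 active means corrected activity change at or below -50% at 5 µM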
hiPSC survival: hiPSC single-cell survival enhancement | ATPlite luminescence; 100% = ROCK inhibitor wells, 0% = DMSO | survival enhancement, % at 20 µM | hit rate 0.044% among 360,000 | AID 602274; in the data active means survival enhancement above about 18%;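 further: cells exposed to compounds for 16 hours before the ATP read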
LMP1 NFkB inh: reduces LMP1-driven NF-kappaB luciferase signal | LMP1-induced NF-kappaB luciferase reporter cells, luminescence | inhibition, % at 12.5 µM | AID 504558 | hit rate 0.69% among 350,000; in the data active means inhibition above about 41%;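 further: 0% = neutral control wells and 100% = reference inhibitor control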
An asterisk follows results filed as active; . = not tested or not shown. A portion of the library; the hit share may differ from the screen's.

structure	TRPM1 prom inh	Shn3 inh set2	NR2E3 ag-1	Peg3 prom inh	CF NFkB inh	C8 TRAIL sens	HIF-2a inh	NR2E3 ag-2	KKLEB cytotox	hiPSC survival	LMP1 NFkB inh
Cc1ccc2c(c1)nnn2C1CCN(CC(=O)NCCc2ccccc2)CC1	-4	35	3	7	2	5	4	3	-17	1.5	-2
COc1ccccc1NC(=O)C(C)N1C(=O)c2ccccc2C1=O (stereo unspecified)	15	4	-23	13	4	-5	17	2	-7	0.9	7
COc1ccccc1CNC(=O)c1ccc(C)s1	-28	5	3	-40	6	8	-46	-5	-10	-0.7	-2
CCCCN1C(=O)C(CC(=O)NCC2CCCCC2)CC(C(=O)N2CCOCC2)=C1C (stereo unspecified)	.	-16	-4	-32	-2	-11	-17	.	11	3.1	-4
CC(=O)Nc1ccc(S(=O)(=O)N(C)CC(=O)N(C)Cc2sccc2C)cc1	-7	-6	13	-11	-16	5	2	2	8	-3.5	5
CCOC(=O)C(C)Oc1cccc2c(=O)n(CC(=O)NCc3ccc4c(c3)OCO4)ccc12 (stereo unspecified)	28	17	22	22	49	4	2	2	-11	0.9	-8
O=S(=O)(c1ccc2c(c1)CCN2)N1CCCC1	-3	-1	-22	3	9	-7	11	1	-1	-0.3	-3
CC1(C)NC(=O)N(CC(O)CN2CCOCC2)C1=O (stereo unspecified)	6	1	-1	0	4	-3	6	-4	7	3.4	1
CCCCCC(=O)Nc1cc(S(=O)(=O)O)cc2cc(S(=O)(=O)O)cc(O)c12	6	-13	-5	11	15	-7	17	.	4	-1.2	0
Cn1c(=O)oc2ccccc2c1=O	4	6	-35	6	12	-12	3	.	-13	-1.3	1
O=C(COC(=O)c1ccccc1Cc1ccccc1)Nc1ccc(SC(F)F)cc1	-64	-104	-6	-288	-4	-6	-240	0	4	-0.2	-34
CN(Cc1ccccc1)C(=O)c1nc[nH]c1C(=O)N1CCN(C(=O)OC(C)(C)C)CC1	-9	-4	8	1	-13	-10	0	3	-15	-3.0	-2
O=C(NC1CCCC1)C1CCN(C(=O)c2ccc(Cl)cc2Cl)CC1	-11	0	-16	17	-4	-5	7	4	7	0.2	-2
CCCCn1c(N)c(N(CC(C)C)C(=O)CSCC(=O)Nc2ccc(C)cc2)c(=O)[nH]c1=O	.	-16	-7	14	-4	-6	15	-4	8	-0.5	5
CCOC(=O)C1CCN(C(=O)c2ccc3c(c2)NC(=O)/C(=C/c2ccccc2)S3)CC1	21	5	-19	6	22	5	-17	1	-10	-0.2	.
O=C(NC(Cc1ccccc1)C(=O)O)/C(=C/c1ccc([N+](=O)[O-])cc1)NC(=O)c1ccco1 (stereo unspecified)	11	8	-4	-3	-6	-17	11	0	-1	-0.2	2
O=C(Nc1ccc(C(=O)NCC2CCN(Cc3ccccc3F)CC2)cc1)C1=CSCCO1	-6	-19	-28	-45	0	-16	-30	-1	-2	0.4	-2
CC1Sc2ccc(S(=O)(=O)N3CCN(c4cccc(Cl)c4)CC3)cc2NC1=O (stereo unspecified)	7	24	35	27	14	-3	13	3	-7	0.0	-8
COCC(=O)Nc1c(I)c(C(=O)NCC(O)CO)c(I)c(C(=O)N(C)CC(O)CO)c1I (stereo unspecified)	-2	-8	3	8	-17	-3	9	4	-33	-1.4	7
Cc1ccc(N2CC(C(=O)Nc3nnc(SCC(=O)NCC4CCCO4)s3)CC2=O)cc1C (stereo unspecified)	3	-16	-26	-9	-13	-9	3	-3	16	0.5	0
Cc1cccc(N2CCN(C(=O)COc3ccc4ccc(=O)oc4c3)CC2)c1C	8	14	-25	-12	12	-5	-6	-3	-2	1.0	1
COCCCNCCOc1ccc(C)cc1[N+](=O)[O-]	0	-3	-11	-8	-24	1	1	-2	10	-0.8	-9
OCC1CCCN(C(=S)Nc2ccc(Nc3ccccc3)cc2)C1 (stereo unspecified)	-46	-29	-147	-255	-2	12	-267	-6	-2	-1.4	-15
O=C(N/N=C/c1ccc(OC(F)F)cc1)c1ccc(Br)cc1	-9	-22	-22	-2	-6	-4	-19	-1	6	4.0	0
Cc1ccc(C)c(NC(=O)Cn2nnc(C(=O)Nc3c(C)cccc3C)c2N)c1	2	13	10	21	-12	1	16	-1	-5	-2.6	-2
COc1ccc(CCC(=O)OCC(=O)Nc2sccc2C(N)=O)cc1OC	.	53	-7	-6	7	20	12	.	6	-2.1	17
c1ccn2cc(CSc3nnc4ccccn34)nc2c1	-44	-43	-60	-168	-17	-12	-201	5	4	-0.9	-28
Nc1nonc1-n1nnc(C(=O)N/N=C/c2cccc(Cl)c2)c1-c1cccs1	-8	7	-2	27	27	-5	-17	0	19	1.0	-1
c1ccc(N(c2ccccc2)c2nc(-n3ccnc3)nc(-n3ccnc3)n2)cc1	-7	13	-44	36	5	13	25	5	-21	2.7	-7
Nc1ncnc2c1ncn2[C@@H]1O[C@H](C(=O)N[C@@H](CO)Cc2ccccc2)[C@@H](O)[C@H]1O	.	-8	-15	12	6	-6	3	.	-8	1.9	.
COc1ccc(C2c3c(-c4cc(Cl)c(C)cc4O)n[nH]c3C(=O)N2Cc2cccnc2)cc1OC (stereo unspecified)	0	-10	-10	39	31	-2	31	1	-4	3.8	9
COc1cc(OC)cc(C(=O)NCC(=O)OCC(=O)N2CCc3ccccc32)c1	10	-3	-14	10	8	-2	8	7	-10	-0.5	-1
CCOC(=O)C1=C(N)OC2=C(C(=O)CC(C)(C)C2)C1c1ccccc1OC (stereo unspecified)	1	5	11	-1	11	3	10	0	-1	-1.1	2
CCc1ccc(/C=C2\SC(=S)N(CCCC(=O)Nc3ccccn3)C2=O)cc1	34	36	0	82*	3	63*	96*	2	-2	-3.0	52*
CN(C)S(=O)(=O)c1cccc(NC(=O)COC(=O)c2ccc(Br)o2)c1	-3	-2	-10	16	1	-6	12	-3	11	-0.2	16
O=C(CN1CCOc2ccccc21)NC1CCCCCCC1	.	-31	0	-27	8	-2	-41	-1	2	4.4	-10

Of the compounds above, these have an NH in an aromatic ring:
structure	TRPM1 prom inh	Shn3 inh set2	NR2E3 ag-1	Peg3 prom inh	CF NFkB inh	C8 TRAIL sens	HIF-2a inh	NR2E3 ag-2	KKLEB cytotox	hiPSC survival	LMP1 NFkB inh
CN(Cc1ccccc1)C(=O)c1nc[nH]c1C(=O)N1CCN(C(=O)OC(C)(C)C)CC1	-9	-4	8	1	-13	-10	0	3	-15	-3.0	-2
CCCCn1c(N)c(N(CC(C)C)C(=O)CSCC(=O)Nc2ccc(C)cc2)c(=O)[nH]c1=O	.	-16	-7	14	-4	-6	15	-4	8	-0.5	5
COc1ccc(C2c3c(-c4cc(Cl)c(C)cc4O)n[nH]c3C(=O)N2Cc2cccnc2)cc1OC (stereo unspecified)	0	-10	-10	39	31	-2	31	1	-4	3.8	9

The list goes on:
structure	TRPM1 prom inh	Shn3 inh set2	NR2E3 ag-1	Peg3 prom inh	CF NFkB inh	C8 TRAIL sens	HIF-2a inh	NR2E3 ag-2	KKLEB cytotox	hiPSC survival	LMP1 NFkB inh
O=C(NC1CCN(S(=O)(=O)c2ccc(F)cc2)CC1)c1ccc(F)cc1	-1	11	-16	-14	9	7	-10	1	4	-0.3	-3
COc1ccc(OC)c(/C=N/NC(=O)c2csc3ccccc23)c1	3	2	-20	-5	10	-10	-14	2	-7	0.2	-7
CC(C)(C)c1ccc(OCC(=O)NCc2ccco2)c(Br)c1	-18	-1	4	-107	8	-4	-95	-2	-5	4.4	-1
O=C1C=C(c2ccc(Cl)cc2)C(=O)N1Nc1ccccc1	35	80	-17	105*	8	-2	65*	-4	4	-2.4	2
COc1ccc(CN=C2NN=C(c3ccc(Cl)cc3)CS2)cc1	-26	-25	-42	-39	10	10	-21	3	-7	-0.1	-11
COC(=O)Nc1ccc(C)cc1NC(=O)OC	-2	-14	0	2	-8	-5	5	1	15	-1.3	-4
O=C(N/N=C/c1cn(-c2ccccc2)nc1-c1cccnc1)c1ccc(F)cc1	-10	6	17	15	1	3	-8	-3	-8	0.0	4
Cn1cccc1C(=O)NCc1ccccn1	9	-1	17	-10	-12	6	5	.	17	0.1	0
CC(NC(=O)Cc1ccc(NC2=NC3CS(=O)(=O)CC3S2)cc1)c1ccccc1 (stereo unspecified)	.	-12	-13	-5	-11	8	21	6	12	-1.4	-4
COc1ccc(CN(CC(=O)NC2CCCC2)C(=O)CCC(=O)Nc2nccs2)cc1	-1	-1	-3	18	-8	9	14	3	-3	0.6	3
CC(C1CC2CCC1C2)n1c(COc2ccccc2F)nnc1SCC(N)=O (stereo unspecified)	14	3	-7	18	-8	-13	30	0	10	-1.9	0
CCC(C(=O)NCc1ccc(OC)cc1)n1nc(C)n2c(cc3occc32)c1=O (stereo unspecified)	2	-7	-1	16	8	6	17	-1	-9	-1.3	2
Cn1cnc2c(N3CCCCC3)nccc21	18	-13	-22	-14	8	11	0	0	7	3.1	5
COC(=O)c1cc(S(=O)(=O)N2CCCC2=O)c(Cl)cc1Cl	2	6	5	18	9	-9	23	3	7	0.1	7
COc1ccc(N(CC(=O)NCC2CCCO2)S(=O)(=O)c2ccc(C)cc2)cc1OC (stereo unspecified)	7	1	0	-4	0	-2	0	0	29	2.6	5
COc1ccc(NS(=O)(=O)c2cccc(NC(=O)C34CCC(CC3)C4)c2)cc1	-24	44	-14	10	3	7	12	2	-10	0.2	9
c1ccc(-n2c(-c3ccco3)nnc2N2CCOCC2)cc1	-7	-4	-15	23	-8	16	8	6	3	-0.2	-11
